Bcl-B TR3 displacers: displacers of TR3 peptide from Bcl-B, primary screen, selectivity assay for Bfl-1 inhibitor project, biochemical, fluorescence polarization | displacement, % at 20 µM; hits with a dose series show IC50 in µM | 96,000 compounds, 0.11% hits | FP displacement of FITC-TR3 peptide from Bcl-B; higher % means a stronger effect | AID 748;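 active means displacement above 50% at 20 µM plus a fluorescence interference ratio under 1.5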;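 further: plate controls were wells without compound for no effect and wells lacking Bcl-B protein for full effect; a part of the inactive calls stands beside numbers as strong as those of hits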
NFkB transloc pot: enhances IL-1B driven NFkB nuclear translocation | HUVEC IL-1B NFkB p65 nuclear translocation imaging | activation, % at 2 µM | 94,000 compounds, 0.3% hits;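 active means activation above 40%, about the mean plus 3 SD, also judged a hit on visual image review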;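 further: percent activation is computed from the nuclear over cytoplasmic p65 intensity ratio; values of inactives mirror those of a sister screen read the other way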
NFkB transloc inh: blocks IL-1B driven NFkB nuclear translocation in HUVEC cells | HUVEC IL-1B NFkB p65 nuclear translocation imaging | inhibition, % at 2 µM | 94,000 compounds, 0.43% hits;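 active means inhibition above about 30% together with a positive call from visual inspection of the well image, limit read from the data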;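 further: nuclear over cytoplasmic p65 intensity ratio measured by imaging; 0% = IL-1B stimulated DMSO wells and 100% = unstimulated DMSO wells; values of inactives mirror those of a sister screen read the other way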
MRP resist rev: MRP-mediated drug resistance reversal; differential viability (reversal), % at 10 µM; AID 602; 85,000 compounds, 0.04% hits; H69AR cells + 2 uM doxorubicin, CellTiter-Glo, 72 h;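 active means viability drop by adding the cancer drug above about 55%, with treated viability meeting a 40% cutoff, limit read from the data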;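 further: viability without doxorubicin minus viability with 2 µM doxorubicin for each compound; larger differential means the compound sensitizes cells more to doxorubicin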
PLAP inhibition: inhibition of human placental alkaline phosphatase – biochemical, luminescence, HTS (AID 690); purified PLAP, luminescent substrate; higher % means a stronger effect; inhibition, % at 20 µM, or IC50 in µM where a hit was titrated; 96,000 compounds, 0.08% hits; in the data active means a potency from the dose series; inactive means the rest, 99 in 100 with inhibition below about 30%; further: strong numbers were not always called active
MRP resist rev cytotoxicity: recorded beside MRP resist rev, whose call it bears; viability, %; H69AR cells, CellTiter-Glo, 72 h; measured here: cytotoxicity without doxorubicin
MRP resist rev with doxorubicin: second read-out of MRP resist rev, no call of its own (marks repeat the call); viability, %; measured here: viability with 2 uM doxorubicin; stronger effect = lower value
NFkB transloc inh cell count 2 µM: second read-out of NFkB transloc inh, no call of its own (marks repeat the call); cell count; measured here: cells passing quality filter;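 raw number of nuclei counted in each imaged well without normalization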
NFkB transloc pot cell count 2 µM: second read-out of NFkB transloc pot, no call of its own (marks repeat the call); cell count; measured here: cells passing quality filter
Starred values were filed as active, the others as inactive. This is a subset. The share of hits here may be higher or lower than overall.

Start of the listing, in advance, 6 compounds:
Results for CCC(C)NC(=O)C1CCC(=O)N(c2cc(OC)c(OC)c(OC)c2)C1c1ccc(OC)cc1 (configuration not stated) ?
NFkB transloc pot: 24; NFkB transloc inh: -24; MRP resist rev: -10; MRP resist rev cytotoxicity: 92; MRP resist rev with doxorubicin: 102; NFkB transloc inh cell count 2 µM: 130; NFkB transloc pot cell count 2 µM: 130

How did CCn1cc(C2N3CC4(C)CN2CC(C)(C3)C4=O)c2ccccc21 (configuration not stated) do in these assays?
Bcl-B TR3 displacers: 4%; NFkB transloc pot: -5; NFkB transloc inh: 5; MRP resist rev: 11; PLAP inhibition: -39%; MRP resist rev cytotoxicity: 90; MRP resist rev with doxorubicin: 79; NFkB transloc inh cell count 2 µM: 175; NFkB transloc pot cell count 2 µM: 175

Results for CC(=O)Nc1cccc(OCC(=O)Nc2ccc(F)cc2)c1 ?
Bcl-B TR3 displacers: 2%; NFkB transloc pot: 10; NFkB transloc inh: -10; MRP resist rev: -2; PLAP inhibition: 1%; MRP resist rev cytotoxicity: 87; MRP resist rev with doxorubicin: 89; NFkB transloc inh cell count 2 µM: 115; NFkB transloc pot cell count 2 µM: 115

How did CSCSC1=C(C#N)C(c2ccccc2Cl)C(C(C)=O)=C(C)N1 (configuration not stated) do in these assays?
Bcl-B TR3 displacers: -3%; NFkB transloc pot: -1; NFkB transloc inh: 1; MRP resist rev: 1; PLAP inhibition: 34%; MRP resist rev cytotoxicity: 70; MRP resist rev with doxorubicin: 68; NFkB transloc inh cell count 2 µM: 119; NFkB transloc pot cell count 2 µM: 119

Results for CC(C)Cn1c(SC(C)C(=O)Nc2ccc3c(c2)OCCO3)nc2ccccc2c1=O (configuration not stated) ?
Bcl-B TR3 displacers: -16%; NFkB transloc pot: 2; NFkB transloc inh: -2; MRP resist rev: -2; PLAP inhibition: -64%; MRP resist rev cytotoxicity: 80; MRP resist rev with doxorubicin: 83; NFkB transloc inh cell count 2 µM: 121; NFkB transloc pot cell count 2 µM: 121

Results for c1ccc2c(c1)CCN(c1ncnc3c1[nH]c1ccccc13)C2 ?
Bcl-B TR3 displacers: -18%; PLAP inhibition: 4%

This part in full, from the first entry:
Results for CCC(C)NC(=O)C1CCC(=O)N(c2cc(OC)c(OC)c(OC)c2)C1c1ccc(OC)cc1 (configuration not stated) ?
NFkB transloc pot: 24; NFkB transloc inh: -24; MRP resist rev: -10; MRP resist rev cytotoxicity: 92; MRP resist rev with doxorubicin: 102; NFkB transloc inh cell count 2 µM: 130; NFkB transloc pot cell count 2 µM: 130

How did CCn1cc(C2N3CC4(C)CN2CC(C)(C3)C4=O)c2ccccc21 (configuration not stated) do in these assays?
Bcl-B TR3 displacers: 4%; NFkB transloc pot: -5; NFkB transloc inh: 5; MRP resist rev: 11; PLAP inhibition: -39%; MRP resist rev cytotoxicity: 90; MRP resist rev with doxorubicin: 79; NFkB transloc inh cell count 2 µM: 175; NFkB transloc pot cell count 2 µM: 175

Results for CC(=O)Nc1cccc(OCC(=O)Nc2ccc(F)cc2)c1 ?
Bcl-B TR3 displacers: 2%; NFkB transloc pot: 10; NFkB transloc inh: -10; MRP resist rev: -2; PLAP inhibition: 1%; MRP resist rev cytotoxicity: 87; MRP resist rev with doxorubicin: 89; NFkB transloc inh cell count 2 µM: 115; NFkB transloc pot cell count 2 µM: 115

How did CSCSC1=C(C#N)C(c2ccccc2Cl)C(C(C)=O)=C(C)N1 (configuration not stated) do in these assays?
Bcl-B TR3 displacers: -3%; NFkB transloc pot: -1; NFkB transloc inh: 1; MRP resist rev: 1; PLAP inhibition: 34%; MRP resist rev cytotoxicity: 70; MRP resist rev with doxorubicin: 68; NFkB transloc inh cell count 2 µM: 119; NFkB transloc pot cell count 2 µM: 119

Results for CC(C)Cn1c(SC(C)C(=O)Nc2ccc3c(c2)OCCO3)nc2ccccc2c1=O (configuration not stated) ?
Bcl-B TR3 displacers: -16%; NFkB transloc pot: 2; NFkB transloc inh: -2; MRP resist rev: -2; PLAP inhibition: -64%; MRP resist rev cytotoxicity: 80; MRP resist rev with doxorubicin: 83; NFkB transloc inh cell count 2 µM: 121; NFkB transloc pot cell count 2 µM: 121

Results for c1ccc2c(c1)CCN(c1ncnc3c1[nH]c1ccccc13)C2 ?
Bcl-B TR3 displacers: -18%; PLAP inhibition: 4%

What do the screens show for `O=C(NC1CCCC1)c1ccc(CS(=O)(=O)c2ccc(Br)cc2)o1`?
Bcl-B TR3 displacers: 10%; NFkB transloc pot: 4; NFkB transloc inh: -4; MRP resist rev: 5; PLAP inhibition: 19%; MRP resist rev cytotoxicity: 89; MRP resist rev with doxorubicin: 84; NFkB transloc inh cell count 2 µM: 80; NFkB transloc pot cell count 2 µM: 80

Results for CC(C)c1nc(-c2ccccn2)no1 ?
Bcl-B TR3 displacers: 7%; NFkB transloc pot: -8; NFkB transloc inh: 8; MRP resist rev: 13; PLAP inhibition: 11%; MRP resist rev cytotoxicity: 91; MRP resist rev with doxorubicin: 77; NFkB transloc inh cell count 2 µM: 145; NFkB transloc pot cell count 2 µM: 145

How did CCc1ccccc1NC(=O)N1C2CCCC1CC(NC(=O)C(C)(C)C)C2 (configuration not stated) do in these assays?
Bcl-B TR3 displacers: 1%; MRP resist rev: -2; PLAP inhibition: -27%; MRP resist rev cytotoxicity: 96; MRP resist rev with doxorubicin: 98

What do the screens show for `O=C(CSc1nnc(NC(=O)c2ccco2)s1)NC1CCCC1`?
Bcl-B TR3 displacers: 1%; NFkB transloc pot: 14; NFkB transloc inh: -14; PLAP inhibition: 11%; NFkB transloc inh cell count 2 µM: 125; NFkB transloc pot cell count 2 µM: 125

Results for N#Cc1cc2ccccc2nc1SCc1ccccn1 ?
Bcl-B TR3 displacers: 7%; NFkB transloc pot: 9; NFkB transloc inh: -9; MRP resist rev: 4; PLAP inhibition: 1%; MRP resist rev cytotoxicity: 68; MRP resist rev with doxorubicin: 64; NFkB transloc inh cell count 2 µM: 76; NFkB transloc pot cell count 2 µM: 76

What do the screens show for `Oc1cnc2ccccc2c1CN1CCOCC1`?
NFkB transloc pot: 25; NFkB transloc inh: -25; MRP resist rev: 7; MRP resist rev cytotoxicity: 91; MRP resist rev with doxorubicin: 85; NFkB transloc inh cell count 2 µM: 130; NFkB transloc pot cell count 2 µM: 130

Results for CCc1nc(C)ccc1OCC(=O)N(CC)CC ?
Bcl-B TR3 displacers: 0%; NFkB transloc pot: -6; NFkB transloc inh: 6; MRP resist rev: 2; PLAP inhibition: -10%; MRP resist rev cytotoxicity: 94; MRP resist rev with doxorubicin: 91; NFkB transloc inh cell count 2 µM: 70; NFkB transloc pot cell count 2 µM: 70

What do the screens show for `COCCCn1[nH]c2c3c(ccc2c1=O)C(=O)c1ccccc1C3=O`?
Bcl-B TR3 displacers: 73%; NFkB transloc pot: 11; NFkB transloc inh: -12; MRP resist rev: -15; PLAP inhibition: 6%; MRP resist rev cytotoxicity: 86; MRP resist rev with doxorubicin: 101; NFkB transloc inh cell count 2 µM: 159; NFkB transloc pot cell count 2 µM: 159

Results for O=C(NCc1ccco1)c1ccc(NC(=O)C2COc3ccccc3O2)cc1 (configuration not stated) ?
Bcl-B TR3 displacers: -3%; NFkB transloc pot: 6; NFkB transloc inh: -6; MRP resist rev: 13; PLAP inhibition: 2%; MRP resist rev cytotoxicity: 105; MRP resist rev with doxorubicin: 92; NFkB transloc inh cell count 2 µM: 155; NFkB transloc pot cell count 2 µM: 155

How did COc1cc(CC(=O)OCC(=O)Nc2ncc(Cl)cc2Cl)cc(OC)c1OC do in these assays?
NFkB transloc pot: 4; NFkB transloc inh: -4; MRP resist rev: 9; PLAP inhibition: -64%; MRP resist rev cytotoxicity: 97; MRP resist rev with doxorubicin: 88; NFkB transloc inh cell count 2 µM: 182; NFkB transloc pot cell count 2 µM: 182

What do the screens show for `COc1ccc(CC(=O)Nc2ccc(/C(C)=N/NC(=O)c3cccc([N+](=O)[O-])c3)cc2)cc1`?
Bcl-B TR3 displacers: 2%; NFkB transloc pot: 13; NFkB transloc inh: -13; PLAP inhibition: 2%; NFkB transloc inh cell count 2 µM: 185; NFkB transloc pot cell count 2 µM: 185

Results for CCOC(=O)Cc1csc(/C(=N/O)C(N)=O)n1 ?
Bcl-B TR3 displacers: -6%; NFkB transloc pot: -1; NFkB transloc inh: 1; MRP resist rev: -24; PLAP inhibition: 4%; MRP resist rev cytotoxicity: 67; MRP resist rev with doxorubicin: 90; NFkB transloc inh cell count 2 µM: 139; NFkB transloc pot cell count 2 µM: 139

How did CCOc1ccc(OCC)c(NC(=O)C2CCN(c3nn4c(=O)cc(C)nc4s3)CC2)c1 do in these assays?
Bcl-B TR3 displacers: -7%; MRP resist rev: -2; PLAP inhibition: -37%; MRP resist rev cytotoxicity: 61; MRP resist rev with doxorubicin: 63

What do the screens show for `COc1ccccc1N1CCN(C(=O)Oc2ccccc2)CC1`?
Bcl-B TR3 displacers: -5%; NFkB transloc pot: 2; NFkB transloc inh: -2; MRP resist rev: 0; PLAP inhibition: -38%; MRP resist rev cytotoxicity: 78; MRP resist rev with doxorubicin: 77; NFkB transloc inh cell count 2 µM: 168; NFkB transloc pot cell count 2 µM: 168

What do the screens show for `COc1ccc(OC)c(NS(=O)(=O)c2ccc(Cl)s2)c1`?
NFkB transloc pot: -11; NFkB transloc inh: 10; NFkB transloc inh cell count 2 µM: 106; NFkB transloc pot cell count 2 µM: 106

What do the screens show for `C=CCNC(=O)C(=O)NN=C1CCN(C)CC1`?
Bcl-B TR3 displacers: 19%; NFkB transloc pot: 21; NFkB transloc inh: -21; MRP resist rev: 2; PLAP inhibition: 0%; MRP resist rev cytotoxicity: 96; MRP resist rev with doxorubicin: 95; NFkB transloc inh cell count 2 µM: 66; NFkB transloc pot cell count 2 µM: 66

What do the screens show for `O=C(NCc1cccnc1)C1c2ccccc2C(=O)N1Cc1ccccc1` (configuration not stated)?
Bcl-B TR3 displacers: -6%; NFkB transloc pot: -4; NFkB transloc inh: 4; MRP resist rev: 5; PLAP inhibition: 0%; MRP resist rev cytotoxicity: 93; MRP resist rev with doxorubicin: 88; NFkB transloc inh cell count 2 µM: 148; NFkB transloc pot cell count 2 µM: 148

How did COc1ccc(CCNC(=O)CSc2nc(O)c(CCC(C)C)c(=O)[nH]2)cc1OC do in these assays?
NFkB transloc pot: -5; NFkB transloc inh: 5; MRP resist rev: 8; MRP resist rev cytotoxicity: 95; MRP resist rev with doxorubicin: 87; NFkB transloc inh cell count 2 µM: 111; NFkB transloc pot cell count 2 µM: 111

Results for Cc1c(C(=O)NCC2CCCO2)sc2nc(-c3ccc(F)cc3)cn12 (configuration not stated) ?
Bcl-B TR3 displacers: -5%; MRP resist rev: -14; PLAP inhibition: -35%; MRP resist rev cytotoxicity: 82; MRP resist rev with doxorubicin: 96

What do the screens show for `CCCCc1ccc(NC(=O)C2CCN(S(C)(=O)=O)CC2)cc1`?
Bcl-B TR3 displacers: -8%; NFkB transloc pot: 22; NFkB transloc inh: -22; MRP resist rev: -24; PLAP inhibition: 4%; MRP resist rev cytotoxicity: 53; MRP resist rev with doxorubicin: 77; NFkB transloc inh cell count 2 µM: 84; NFkB transloc pot cell count 2 µM: 84

Results for O=c1c2ccccc2nc(-c2ccc(Cl)cc2Cl)n1CCCn1ccnc1 ?
Bcl-B TR3 displacers: -9%; NFkB transloc pot: -7; NFkB transloc inh: 7; MRP resist rev: 0; PLAP inhibition: -16%; MRP resist rev cytotoxicity: 74; MRP resist rev with doxorubicin: 74; NFkB transloc inh cell count 2 µM: 155; NFkB transloc pot cell count 2 µM: 155

What do the screens show for `COc1ccc(C)cc1N(CC(=O)NC1CCCC1)C(=O)CCC(=O)Nc1cc(C)on1`?
Bcl-B TR3 displacers: 2%; NFkB transloc pot: -4; NFkB transloc inh: 4; MRP resist rev: -2; PLAP inhibition: -26%; MRP resist rev cytotoxicity: 88; MRP resist rev with doxorubicin: 89; NFkB transloc inh cell count 2 µM: 89; NFkB transloc pot cell count 2 µM: 89
